From PubChem BioAssay
NF-kB expr up – NF-kB expression increase, human neuronal cells | NF-kB reporter expression; hits give high values | AID 1239 | fold change at 12.5 µM | 190,000 tested, 1.6% active; in the data active = fold change above about 3.3
Diaph inh CS – counter-screen for diaphorase-based assays: diaphorase inhibitors and chemical oxidizers; diaphorase resazurin-to-resorufin fluorescence, NADH, 16 min; bacterial (C. kluyveri) enzyme, not human; inhibition, % at 20 µM; 190,000 tested, 0.69% active;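 active = primary screen inhibition at 20 µM above a set limit, cut at about 50% in these data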;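 note: plate controls were DMSO with full reaction for no effect and wells lacking NADH for full effect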
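controls = No-NADH positive control and DMSO neutral control | system = Clostridium kluyveri diaphorase enzyme | timing = reaction incubation of 16 min at room temperature | signal = resorufin fluorescence 544/590 nm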
APP 5UTR inh – APP translation inhibition | SH-SY5Y APP 5'UTR-luciferase reporter, luminescence | inhibition, % at 2 µM | AID 1285 | 190,000 tested, 0.82% active;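 active = inhibition above a set limit, derived from the sample mean plus 3 SD, cut at about 45% in these data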; note: values of inactives mirror those of a sister screen read the other way
Diaphorase act – diaphorase activation or chemical reduction counter-screen; Diaphorase/resazurin coupled assay, resorufin fluorescence, 16 min; hits give high values; 1 = vehicle wells, 0 = NADH-free wells; activation factor at 20 µM; 190,000 tested, 0.005% active;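 active = diaphorase activity raised at least twofold by the compound at 20 µM; inactive = activation factor below 2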
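Material: purified diaphorase enzyme from Clostridium kluyveri; Also added: 0.114 mM NADH and 0.1 mM resazurin, final amounts; Doses: single compound dose of 20 µM, 1% DMSO final; Times: 16 min enzyme reaction, ambient temperature; Detection: resorufin fluorescence, excitation 544 nm, emission 590 nm; Measure: increased resorufin signal from activators or reducing compounds.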
FLuc act counter – affects firefly luciferase, flagging false hits in luciferase stimulation screens. ATPlite luciferase biochemical, luminescence, 10 min; 0 = ATP-free wells, 1 = DMSO control. P08659. activation factor at 10 µM. 200,000 tested, under 10 active. AID 1027;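 active = luciferase activation factor, scaled between plate controls, of at least 2 with compound at 10 µM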
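Material: luciferase plus luciferin reagent, cell-free. Medium: PBS buffer for ATP. Also added: ATP substrate, dispensed from a 10.24 µM working solution in PBS. Doses: test compounds dosed from 2 mM stocks in 100% DMSO. Incubation: 10 min post-reagent at room temperature. Technique: light output (luminescence). Read-out basis: luminescence gain marking luciferase activators.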
APP 5'UTR act – APP 5'UTR luciferase reporter activation | SH-SY5Y APP 5'UTR luciferase reporter, luminescence; zero percent = DMSO vehicle wells | activation, % at 2 µM | 190,000 tested, 1% active | AID 1276;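 active = activation above a set limit, based on mean plus 3 SD of controls, cut at about 140% in these data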; note: values of inactives mirror those of a sister screen read the other way
G6PDH counter – inhibits Leuconostoc G6PDH, flagging false hits in G6PDH-based assays | Purified L. mesenteroides G6PDH, diaphorase/resazurin coupled fluorescence, 45 min | inhibition, % at 5 µM | 200,000 tested, 0.12% active; in the data active = inhibition above about 50%
FLuc inh counter – inhibits firefly luciferase, flagging false hits in luciferase inhibition screens; P08659; ATPLite firefly luciferase biochemical luminescence, 10 min; inhibition, % at 10 µM; 200,000 tested, 1.5% active; AID 1006;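 active = inhibition above about 50% when tested at 10 µM, limit read from the data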
TLR4-MyD88 BLA – blocks binding of human TLR4 to MyD88; O00206+Q99836; HeLa CL3-4 TLR4/MyD88 BLA complementation, FRET ratio; inhibition, % at 8.4 µM; 200,000 tested, 0.18% active; AID 861; in the data active = inhibition above about 25%;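 note: 0% = vehicle and 100% = reference inhibitor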
Target sequence (O00206 whole entry, looked up): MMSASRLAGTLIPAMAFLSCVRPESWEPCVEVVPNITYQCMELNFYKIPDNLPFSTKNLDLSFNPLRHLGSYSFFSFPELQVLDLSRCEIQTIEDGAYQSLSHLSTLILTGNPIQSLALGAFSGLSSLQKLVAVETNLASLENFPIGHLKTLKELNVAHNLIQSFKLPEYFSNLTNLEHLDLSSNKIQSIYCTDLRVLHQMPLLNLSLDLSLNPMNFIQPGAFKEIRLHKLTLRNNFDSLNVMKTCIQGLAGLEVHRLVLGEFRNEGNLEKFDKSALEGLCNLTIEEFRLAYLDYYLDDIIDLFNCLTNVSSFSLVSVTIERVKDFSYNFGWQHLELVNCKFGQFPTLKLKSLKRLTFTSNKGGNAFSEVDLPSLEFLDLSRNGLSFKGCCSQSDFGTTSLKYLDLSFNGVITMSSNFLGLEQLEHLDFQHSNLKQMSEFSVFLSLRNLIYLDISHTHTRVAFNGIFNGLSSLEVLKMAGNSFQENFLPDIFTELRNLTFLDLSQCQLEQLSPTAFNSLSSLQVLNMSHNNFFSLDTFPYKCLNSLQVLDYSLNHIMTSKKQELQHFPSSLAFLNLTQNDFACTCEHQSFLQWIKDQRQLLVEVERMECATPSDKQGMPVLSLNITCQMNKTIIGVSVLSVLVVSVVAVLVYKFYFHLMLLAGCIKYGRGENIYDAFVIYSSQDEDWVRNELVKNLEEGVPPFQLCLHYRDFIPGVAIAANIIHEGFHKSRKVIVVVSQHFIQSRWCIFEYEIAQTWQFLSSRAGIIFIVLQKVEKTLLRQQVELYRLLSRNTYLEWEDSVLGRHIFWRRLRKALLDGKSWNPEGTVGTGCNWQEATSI
Target sequence (Q99836 whole entry, looked up): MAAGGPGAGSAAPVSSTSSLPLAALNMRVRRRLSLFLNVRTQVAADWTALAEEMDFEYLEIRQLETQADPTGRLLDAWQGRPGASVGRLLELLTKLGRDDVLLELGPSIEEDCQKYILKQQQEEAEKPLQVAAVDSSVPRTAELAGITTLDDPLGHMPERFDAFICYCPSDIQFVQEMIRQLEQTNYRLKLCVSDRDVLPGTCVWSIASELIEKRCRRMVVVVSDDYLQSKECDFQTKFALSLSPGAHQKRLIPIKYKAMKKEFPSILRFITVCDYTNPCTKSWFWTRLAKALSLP
STAT1 activator – STAT1 signaling activation. NIH 3T3 STAT1-luciferase reporter, IFN-gamma, luminescence; 100% = IFN-gamma alone, no compound. activation (% of control), % at 5.5 µM. 200,000 tested, 2.6% active;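 active = activation above the screen-wide mean activation plus 3 SD, cut at about 130% in these data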;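 note: raw ratio to IFN-gamma control signal so 100% means no change and 0% no light; values of inactives mirror those of a sister screen read the other way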
Active calls of the source: *; . = not tested or not shown.

cpd	Structure	NF-kB expr up	Diaph inh CS	APP 5UTR inh	Diaphorase act	FLuc act counter	APP 5'UTR act	G6PDH counter	FLuc inh counter	TLR4-MyD88 BLA	STAT1 activator
1	COc1ccc2c(c1)CC/C(=C\c1ccc(OC)c(Cn3nc(C)cc3C)c1)C2=O	0.76	15	-6	0.8	1	6	5	-3	15	102
2	CC(Sc1nc2ccccc2[nH]1)C(=O)Nc1ccc2c(c1)OCCO2 (stereo unspecified)	1.1	29	11	0.7	1	-11	0	2	-4	98
3	O=C(Cn1cnc2ccccc2c1=O)c1ccc2c(c1)OCCO2	3.6*	15	-151	0.8	0.6	151*	10	37	-8	137*
4	O=C(CSc1ccc(-c2ccco2)nn1)c1ccc(F)cc1	1.4	32	6	0.7	0.9	-7	-31	6	5	110
5	CCN1CCN(c2cc(C)c3cc(NC(=S)NCc4cccs4)ccc3n2)CC1	1.1	-6	-14	1.1	1.1	14	-3	-7	2	100
6	Cc1nn(Cc2ccccc2)c2c1C(c1ccccc1)C(C#N)=C(N)O2 (stereo unspecified)	1.2	16	-15	0.8	1.1	15	12	-7	-8	94
7	COc1ccc(N2CCN(C(=O)CCCSc3nc4ccccc4[nH]3)CC2)cc1	0.66	14	12	0.9	1	-12	6	-2	-2	85
8	C/C(=N\NC(=O)c1cc(-c2ccc(C)s2)[nH]n1)c1ccco1	1.3	4	-16	1	0.7	16	11	28	-8	112
9	CCCN(Cc1cc2ccc(C)cc2[nH]c1=O)C(=O)c1cccnc1	0.96	9	-13	0.9	1	13	5	-3	16	90
10	Nc1c(C(=O)C2CC2)sc2nc(-c3cccs3)cc(C(F)(F)F)c12	1.6	0	23	1	1.1	-23	2	-8	18	100
11	COc1ccc(OCc2nc3ccccc3n2C(C)C)cc1	0.97	20	13	0.8	0.9	-13	-4	11	-1	102
12	COc1ccc(C(=O)/C(=C\c2sccc2C)c2nc3ccccc3o2)cc1	0.64	7	-54	0.9	1	54	0	1	2	106
13	O=C(Cn1cnc2c(cnn2-c2ccccc2)c1=O)c1ccc(Cl)cc1	1.2	8	5	0.9	1.1	-5	-6	-7	-6	109
14	Cn1c(-c2ccccc2)cnc1SCC(=O)NCc1ccco1	1.2	18	3	0.8	1	-3	16	-4	7	99
15	C#CCNC(=O)C1=C[C@@H](c2ccc(Br)cc2)C[C@@H](OCCCCO)O1	1.3	8	6	0.9	1	-6	11	-3	-21	100
16	CCOC(=O)c1ccc(NC(=S)N2CCN(CCNC3=CC(=O)CC(C)(C)C3)CC2)cc1	0.91	18	-4	0.8	1	4	4	-4	-5	94
17	COc1ccc(NC(=O)C2CCN(S(=O)(=O)c3cccc4cccnc34)CC2)cc1	1.3	5	-4	1	1	4	16	-2	2	97
18	CCCOC(=O)C1=C(C)OC23OC(N)=C(C#N)C12C(=O)c1ccccc13 (stereo unspecified)	0.88	12	-2	0.9	1	2	5	-4	-6	94
19	Cc1nc2ccc(NC3=NCCCCC3)cc2s1	1.2	-4	-14	1	1	14	5	-5	-4	98
20	CC(C)(C)c1ccc(C(=O)Nc2sc3c(c2C(=O)O)CCC3)cc1	1.1	48	-14	0.5	0.6	14	11	40	2	97
21	CC1(C(=O)O)Oc2cccnc2NC1=O (stereo unspecified)	1.1	2	-11	1	1	11	4	-4	-1	99
22	Oc1ccc(CN2CCCCC2)nc1-c1ccccc1	1.1	1	7	1	1	-7	3	-4	7	101
23	Cc1ccc2cc(C=O)c(Cl)nc2c1	0.97	10	-20	0.9	1	21	3	1	13	112
24	CCOC(=O)C1(Cc2ccc(Cl)cc2)CCN(CCCn2cccn2)CC1	1.2	6	-14	0.9	1.1	14	13	-8	-5	95
25	Cc1ccc(C2SCC(=O)N2Cc2cn3ccsc3n2)o1 (stereo unspecified)	1.4	1	-9	1	1	9	8	-5	19	97
26	COc1ccc(Cl)cc1NC(=O)CN(C(=O)c1ccco1)C1CCCCC1	0.89	13	6	0.9	1	-6	12	2	3	109
27	c1cc2cn[nH]c2cc1NC1CCCCCC1	1	72*	-2	0.3	1	2	33	1	-18	106
28	CC(C)(C)NC(=O)CON=C1c2ccccc2-c2ccccc21	0.84	0	-11	1	1	11	0	-3	-1	101
29	COc1ccc(C(=O)CN2CCN(S(=O)(=O)c3cccc([N+](=O)[O-])c3)CC2)cc1	1.2	7	-8	0.9	1.1	8	-8	-8	14	98
30	Cc1ccc(C(=O)Nc2cc(=O)n(C)c(=O)n2C)cc1C	0.96	22	18	0.8	1	-18	2	-3	8	98
31	O=C(CSc1nnc2c(Cl)cc(Cl)cn12)N1CCOCC1	1.1	12	1	0.9	1.1	-1	2	-5	-10	99
32	COc1ccccc1CC1S/C(=N/N=C/c2ccco2)NC1=O (stereo unspecified)	1.1	13	-13	0.9	1	13	-2	2	-1	106
33	Cc1cc(C)nc(NS(=O)(=O)c2ccc(NC(=O)NC3CCCCC3)cc2)n1	1.1	12	-3	0.9	1.1	3	-6	-6	-5	104
34	Cc1cc(N)n(-c2nc(-c3cccnc3)nc3ccccc23)n1	0.73	-6	-26	1.1	1	26	0	-4	2	105
35	COc1ccc(C2NC(=S)NC(C)=C2C(=O)Nc2ccccn2)cc1 (stereo unspecified)	1.4	16	-12	0.8	1.1	12	5	-6	-4	112
36	Cc1ccc(Oc2nnc(-c3ccccc3)cc2C#N)cc1	1.3	-12	-5	1.1	1.1	5	8	-5	10	103
37	CCCCSc1nc2ccccc2[nH]1	2.1	1	-27	1	0.8	27	1	18	-11	121
38	N#Cc1cc(NCC2CCCO2)c([N+](=O)[O-])cc1C#N (stereo unspecified)	1.1	16	3	0.8	1	-3	0	-4	-27	104
39	Cc1ccc(S(=O)(=O)c2cn(CC(=O)Nc3ccccc3)c3ccc(F)cc3c2=O)cc1	1.3	11	-17	0.9	1	17	16	-4	-4	110
40	CCCCCCc1cc2cc(-c3nnc(-c4ccccc4O)o3)c(=O)oc2cc1O	1.2	9	-18	0.9	1.1	46	2	-6	-5	100
41	COc1ccccc1C(=O)NNC(=S)Nc1ccccc1	1.4	-11	-18	1.1	1	18	6	0	-9	94
42	O=C(Nc1ccc(NC(=O)c2ccccc2)nc1)c1ccncc1	1.2	13	8	0.9	1	-8	-8	1	-4	108
43	Cc1cc(F)ccc1S(=O)(=O)N1CCCOC1CNC(=O)C(=O)NCCC1=CCCCC1 (stereo unspecified)	1.1	15	14	0.9	1	-14	-2	-4	-7	105
44	COc1ccc([N+](=O)[O-])cc1NC(=O)C(C)N(C)Cc1ccc(Br)cc1 (stereo unspecified)	1.2	7	0	0.9	1	1	0	-4	-5	98
45	O=C(Nc1ccc2oc(=O)ccc2c1)c1ccc(-c2ccc(Cl)cc2)o1	1.2	7	21	0.9	1	-21	-18	2	-4	87
46	CCOC(=O)C1=C(O)/C(=C/c2ccc(OCC(=O)O)c(OCC)c2)SC1=Nc1ccc(OC)cc1	1	47	-13	0.5	1	13	11	-4	-6	98
47	CN(C)S(=O)(=O)c1ccc(C(=O)Nc2cccc(C(=O)O)c2)cc1	0.91	10	-4	0.9	1	4	5	2	0	97
48	CC(=O)c1ccc(NC(=O)c2cc(Cl)nc3ccccc23)cc1	0.87	0	-15	1	1.1	15	0	-7	0	98
49	CC(Oc1ccc(-c2ccccc2)c(F)c1)c1ccn(S(=O)(=O)c2cccc3ccccc23)n1 (stereo unspecified)	1.4	8	-2	0.9	1	2	-1	-2	13	106
50	CC(=O)N1N=C(c2ccccc2)OC1c1cccnc1 (stereo unspecified)	.	5	-12	0.9	1	12	8	-4	-30	112
51	O=[N+]([O-])c1cccc(-c2cc3cccc[n+]3cc2-c2cccc([N+](=O)[O-])c2)c1	1.5	19	1	0.8	1.1	-1	-1	-8	4	104
52	CC(C)OC(=O)/C(=C\c1cccnc1)NC(=O)c1ccccc1	1.4	3	-2	1	1.1	2	4	-7	12	97
53	O=C(Cc1ccccc1)c1nc2ccccc2s1	1.5	2	-30	1	0.9	30	19	11	-7	108

Quoted from above: nos. 39 to 50
cpd	Structure	NF-kB expr up	Diaph inh CS	APP 5UTR inh	Diaphorase act	FLuc act counter	APP 5'UTR act	G6PDH counter	FLuc inh counter	TLR4-MyD88 BLA	STAT1 activator
39	Cc1ccc(S(=O)(=O)c2cn(CC(=O)Nc3ccccc3)c3ccc(F)cc3c2=O)cc1	1.3	11	-17	0.9	1	17	16	-4	-4	110
40	CCCCCCc1cc2cc(-c3nnc(-c4ccccc4O)o3)c(=O)oc2cc1O	1.2	9	-18	0.9	1.1	46	2	-6	-5	100
41	COc1ccccc1C(=O)NNC(=S)Nc1ccccc1	1.4	-11	-18	1.1	1	18	6	0	-9	94
42	O=C(Nc1ccc(NC(=O)c2ccccc2)nc1)c1ccncc1	1.2	13	8	0.9	1	-8	-8	1	-4	108
43	Cc1cc(F)ccc1S(=O)(=O)N1CCCOC1CNC(=O)C(=O)NCCC1=CCCCC1 (stereo unspecified)	1.1	15	14	0.9	1	-14	-2	-4	-7	105
44	COc1ccc([N+](=O)[O-])cc1NC(=O)C(C)N(C)Cc1ccc(Br)cc1 (stereo unspecified)	1.2	7	0	0.9	1	1	0	-4	-5	98
45	O=C(Nc1ccc2oc(=O)ccc2c1)c1ccc(-c2ccc(Cl)cc2)o1	1.2	7	21	0.9	1	-21	-18	2	-4	87
46	CCOC(=O)C1=C(O)/C(=C/c2ccc(OCC(=O)O)c(OCC)c2)SC1=Nc1ccc(OC)cc1	1	47	-13	0.5	1	13	11	-4	-6	98
47	CN(C)S(=O)(=O)c1ccc(C(=O)Nc2cccc(C(=O)O)c2)cc1	0.91	10	-4	0.9	1	4	5	2	0	97
48	CC(=O)c1ccc(NC(=O)c2cc(Cl)nc3ccccc23)cc1	0.87	0	-15	1	1.1	15	0	-7	0	98
49	CC(Oc1ccc(-c2ccccc2)c(F)c1)c1ccn(S(=O)(=O)c2cccc3ccccc23)n1 (stereo unspecified)	1.4	8	-2	0.9	1	2	-1	-2	13	106
50	CC(=O)N1N=C(c2ccccc2)OC1c1cccnc1 (stereo unspecified)	.	5	-12	0.9	1	12	8	-4	-30	112
